HTT aggregate – reduces HttQ103-GFP aggregates in PC12 cells; PC12 HttQ103-GFP aggregates, Acumen cytometry, 40 h; AID 1688; Potency, µM (doses to about 46.1 µM), inactives show at the highest dose activity change, negative = inhibition, actives largely listed as inhibitors; 220,000 compounds, 1.1% hits; further: potency means the concentration at half of the fitted maximal effect; on the % scale 0 is the no-effect control and ±100 the full control effect; nearly all actives have a fitted effect of over 60% in size
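PC12 cells stably carrying ecdysone-inducible HTT exon 1 Q103–GFP were induced with tebufenozide (100 nM final) and treated with library compounds in titration. GFP aggregates in lysates were counted by laser scanning cytometry.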
IMPase Li inh – membrane-permeable IMPase blocker, potentiated with lithium | CHO-M1 cells, IP1 TR-FRET (IP-One), carbachol + lithium | Potency, µM (top dose mostly 59.4 µM), inactives show at the highest dose activity, negative = IMPase inhibition, most hits filed as inhibitors | 210,000 compounds, 0.35% hits;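 further: IP1 builds up when IMPase is blocked and the TR-FRET signal falls; potency means the concentration at half of the fitted maximal effect; plate controls were basal vehicle for no effect and high inhibitor control for full effect; nearly all actives have a fitted effect of over 50% in size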
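CHO cells stably expressing M1 receptor (2000/well, cultured 16–30 h) treated 30 min at 37C with compound plus low lithium. Cytosolic IP1 by TR-FRET (665/620 ratio and 620 channel) after 10 min lysis; AC50 by Hill fit.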
CBFb RUNX1 block – CBF-beta/RUNX1 interaction disruption; AID 1477; Q01196+Q13951; AlphaScreen CBFb-His/RUNX1-biotin binding, biochemical; Potency, µM (series often up to 59.8 µM), without a hit: at the highest dose activity, negative = inhibition, actives largely listed as inhibitors; 230,000 tested, under 10 active; further: % of control where 0% means no effect
Target sequence (Q01196 whole entry, looked up): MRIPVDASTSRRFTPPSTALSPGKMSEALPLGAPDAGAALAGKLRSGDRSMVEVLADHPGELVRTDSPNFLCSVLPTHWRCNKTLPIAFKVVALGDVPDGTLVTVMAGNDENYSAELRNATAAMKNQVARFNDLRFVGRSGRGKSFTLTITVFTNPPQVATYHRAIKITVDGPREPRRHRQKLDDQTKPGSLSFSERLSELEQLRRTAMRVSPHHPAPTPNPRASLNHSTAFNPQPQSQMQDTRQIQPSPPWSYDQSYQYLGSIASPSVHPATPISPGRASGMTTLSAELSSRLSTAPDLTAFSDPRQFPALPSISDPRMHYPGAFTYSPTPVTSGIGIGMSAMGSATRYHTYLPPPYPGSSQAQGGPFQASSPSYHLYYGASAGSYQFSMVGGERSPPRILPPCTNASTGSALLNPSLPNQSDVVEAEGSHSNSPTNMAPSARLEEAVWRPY
Target sequence (Q13951 whole entry, looked up): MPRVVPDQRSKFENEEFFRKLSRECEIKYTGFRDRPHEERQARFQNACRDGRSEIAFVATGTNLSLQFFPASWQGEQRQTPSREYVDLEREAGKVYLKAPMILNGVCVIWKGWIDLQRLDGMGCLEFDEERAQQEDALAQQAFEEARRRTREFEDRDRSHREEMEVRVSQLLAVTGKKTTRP
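Bead-based AlphaScreen assay; binding partners His-tagged CBF-beta and biotinylated RUNX1 at 30 nM each. Compound exposure 15 min after a 20-min protein preincubation; bead step 90 min; all steps at room temperature.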
Luc counter – counter-screen: inhibitors of Kinase-Glo firefly luciferase. Q27757. Kinase-Glo luciferase, ATP luminescence, 8 min. Potency, µM (doses to about 38.3 µM), for the others: at the top dose activity change, negative = inhibition, most hits filed as inhibitors. 200,000 compounds, 0.28% hits; further: potency means the concentration at half of the fitted maximal effect; on the % scale 0 is the no-effect control and ±100 the full control effect; nearly all actives have a fitted effect of over 60% in size
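Substrate mix (final 50 mM imidazole pH 7.2, 50 mM KCl, 7 mM MgCl2, 10 uM ATP, 0.01% Tween 20, 0.05% BSA) plus pin-tool compound, then Kinase-Glo detection mix; 8 min ambient, luminescence read.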
Epigenetic derep – derepresses silenced GFP reporter in murine cells; murine LDR cells, GFP reporter derepression, 30 h; Potency, µM (titrated, usually from 53.9 µM), for inactives: at the top dose GFP activation, most hits filed as activators; 280,000 compounds, 0.2% hits; AID 1865; further: potency means the concentration at half of the fitted maximal effect; % of control where 0% means no effect; nearly all actives have a fitted effect of over 60% in size
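Readout is the number of GFP-expressing murine LDR cells, counted by cytometry following washing. Cells were treated with compound for 30 h at 37 C; the stably integrated CMV-GFP locus is normally silent.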
NPSR antagonist – antagonists of human neuropeptide S receptor cAMP signaling | Potency, µM (top dose mostly 38.3 µM), inactives show at the highest dose activity change, negative = inhibition, most hits filed as inhibitors | Q6W5P4 | 220,000 compounds, 1% hits | CHO-NPSR cells, cAMP TR-FRET, antagonist mode; further: potency means the concentration at half of the fitted maximal effect; on the % scale 0 is the no-effect control and ±100 the full control effect; nearly all actives have a fitted effect of over 50% in size; many of its hits are not listed in these tables
Target sequence (Q6W5P4 whole entry, looked up): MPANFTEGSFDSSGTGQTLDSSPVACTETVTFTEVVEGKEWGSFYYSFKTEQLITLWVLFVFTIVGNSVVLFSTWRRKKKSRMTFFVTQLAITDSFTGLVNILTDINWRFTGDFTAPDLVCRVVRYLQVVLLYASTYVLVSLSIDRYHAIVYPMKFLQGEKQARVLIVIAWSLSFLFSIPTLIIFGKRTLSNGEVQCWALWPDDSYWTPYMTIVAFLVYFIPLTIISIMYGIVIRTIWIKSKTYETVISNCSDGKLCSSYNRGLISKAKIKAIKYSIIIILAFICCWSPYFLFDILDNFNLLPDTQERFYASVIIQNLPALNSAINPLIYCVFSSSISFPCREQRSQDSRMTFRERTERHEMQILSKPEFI
Lamin A splicing – modulators of lamin A splicing; HeLa LMNA splicing GFP/RFP minigene ratio, 48 h; Potency, µM (highest dose often 46.1 µM), without a hit: at the top dose ratio change, negative = inhibition, hits mostly inhibitors; 200,000 compounds, 0.01% hits; AID 1487; active means well fitted inhibition curve with a large enough effect in the signal ratio, with a control signal flat, not every such curve was filed as active; inconclusive means small, poorly fitted or top-dose-only effect, or effect the other way, or a change in a side signal; the % refers to the signal ratio; further: potency means the concentration at half of the fitted maximal effect; on the % scale 0 is the no-effect control and ±100 the full control effect
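S3 HeLa cells stably expressing lamin A-EGFP splicing minigene plus DsRed2, 600 cells/well, 48 h compound exposure at 37C. Laser-scanning cytometry; analysed as GFP (500-530 nm)/RFP (575-640 nm) total intensity ratio; 0.5% DMSO vehicle.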
The depositor's hits bear a star; ? = inconclusive; · = no result given; & = joins results of further samples; [ ] = another dose, or the depositor's remark. Unless noted, the call rests on the fitted dose curve; in most records, active means well fitted curve in the direction sought with a large enough effect; inconclusive means small, poorly fitted or top-dose-only effect, or another doubt; inactive means no such curve, though single readings can be large; an effect the other way counts as inactive or inconclusive. Not all compounds are listed; rates above refer to the full screens.

SMILES	HTT aggregate	IMPase Li inh	CBFb RUNX1 block	Luc counter	Epigenetic derep	NPSR antagonist	Lamin A splicing
O=C(COc1ccc(Cl)cc1)Nc1ccccc1N1CCOCC1	-30%	45%[activator][38.3 µM]	6%	1%	0.0%	-18%[46.1 µM]	-3%
O=C(Oc1ccc(Cl)cc1)c1ccc2nccnc2c1	?	12%[38.3 µM]	5%	10%	1.6%	-23%[46.1 µM]	11%
COc1ccc(C(=O)N=c2sc3c(C)ccc(OC)c3n2C)cc1OC	-20%[9.22 µM]	·	0%	·	0.0%	-46%	·
Cc1ccc(C)c(OCC(=O)Nc2ccc(S(=O)(=O)Nc3ccccn3)cc2)c1C	32%	-1%	-5%	-1%	0.0%	4%	3%
CC(=O)c1c(C)[nH]c(C(=O)OCc2cccc(Cl)c2)c1C	?	5%	-18%	-2%	1.0%	-16%	-9%[46 µM]
O=C1C(=O)N(O)C2CCCCC2N1O (stereo not drawn)	-4%	-5%	23%	0%	-3.2%	24%	-5%
COc1ccccc1N1CCN(C(=O)CSc2nc(-c3ccccc3)cc(=O)[nH]2)CC1	3%	9%	-2%	-2%	2.4%	-9%[46.1 µM]	-12%
NC(=S)N=Nc1c(O)n(Cc2ccccc2)c2ccccc12	?	-1%	4%	-1%	?	-29%	-14%
COc1ccc(C(NC(=O)CNC(C)=O)C(=O)Nc2ccc(C(C)C)cc2)cc1 (stereo not drawn)	26%	18%[38.3 µM]	3%	4%	2.5%	1%[46.1 µM]	-5%
Cc1ccc2nc(NC(=O)C3CCN(S(=O)(=O)c4cccs4)CC3)sc2c1	-24%	7%[38.3 µM]	-5%	-1%	0.0%	-16%[46.1 µM]	-1%
Cc1cccc(CSc2ccc(-c3cccs3)nn2)c1	-3%	4%	?	0%	-0.1%&0.0%	-17%	-18%
Cc1ccc(NC(=S)N2CCC(N(C)CC3CCCO3)CC2)cc1 (stereo not drawn)	-22%	17%	1%	-1%	0.9%	13%	·
COC(=O)CC/C(=N/Nc1ccc(Cl)c(Cl)c1)C(=O)OC	5%	4%	16%	0%	-1.4%	-23%	?
Cc1ccc(S(=O)(=O)c2cccc(S(=O)(=O)N3CCOCC3)c2)cc1S(=O)(=O)N1CCOCC1	-10%	15%[38.3 µM]	-3%	0%	-1.1%	-9%[46.1 µM]	15%
CCC(=O)N1CCc2cc(S(=O)(=O)NC(Cc3ccccc3)C(=O)NC3CCCC3)ccc21 (stereo not drawn)	5%	·	3%	·	0.0%	-16%[46.1 µM]	6%
Cc1ccc(S(=O)(=O)N2CCC(C(=O)N[C@@H](C)C(=O)NCc3ccco3)CC2)cc1	17%	-5%	4%	3%	-4.8%	10%	5%
COc1ccc(Cc2nnc(N/N=C(\C)c3ccccc3)[nH]c2=O)cc1OC	-23%[9.22 µM]	·	-21%	·	1.1%	3%[7.67 µM]	·
CC(=O)c1cc2c(cc1N(C(=O)Cn1nnc3ccccc31)C(C(=O)NCCC(C)C)c1cccnc1)OCO2 (stereo not drawn)	-2%[9.22 µM]	8%	7%	-2%	1.1%	-15%	·
CCOC(=O)N1CCC(N(CCN(C)C)C(=S)Nc2cccc(C)c2)CC1	-7%	-1%	-5%	4%	1.0%	-4%[46.1 µM]	-4%
COc1ccc(C2(C(=O)Nc3c(C)n(C)n(-c4ccccc4)c3=O)CCCC2)cc1OC	-10%	1%	1%	0%	-1.0%	2%[46.1 µM]	-6%
COc1ccc(NC(=O)N2CCC(c3nc4ccccc4[nH]3)CC2)cc1	-5%	-4%	-1%	-3%	12%	-6%	12%[46 µM]
O=C(N[C@@H](c1ccccc1)[C@@H]1C[C@H]1C(=O)NCc1ccccn1)OCc1ccccc1	10%	6%&-4%	?	-2%&-3%	-1.0%&4.5%	8%	11%
CCn1c(C)c(C(C)=O)cc(C#N)c1=O	-9%[9.22 µM]	1%	1%	0%	-1.9%[10.1 µM]	11%	·
CC(C)c1nc2ccccc2c2nnc(SCC(=O)NCc3ccco3)n12	-9%	22%[38.3 µM]	0%	0%	-1.0%	-9%[46.1 µM]	8%
Cc1cccc(C)c1NC(=O)Cn1nc(-c2ccccc2)nc1-c1ccccc1	24%	19%[38.3 µM]	-2%	3%	-1.8%	2%[46.1 µM]	-5%
CCC(C)(C)NC(=O)CN(Cc1cccs1)C(=O)C(=O)Nc1ccc2c(c1)OCCO2	-2%	28%[38.3 µM]	-3%	-2%	1.1%	-13%[46.1 µM]	-7%
CN(C)/C=C/C(=O)c1ccc(-c2ccc(Cl)cc2Cl)o1	11%[9.22 µM]	-2%	3%	1%	-1.5%	-25%	·
C=CCn1c(NCCOC)nc2c1c(=O)n(C)c(=O)n2C	-1%	-14%[38.3 µM]	7%	-2%	0.0%	-7%[46.1 µM]	-2%
COC(=O)C/C(N)=C(\C#N)C(=O)OC	-10%[9.22 µM]	·	8%	·	0.1%	-35%	·
Cc1ccc(OCC(=O)N/N=C/c2c[nH]c3ccccc23)c([N+](=O)[O-])c1	23%	-1%	-1%	1%	0.1%	-8%	?
Cc1[nH]c2ccccc2c1Cc1n[nH]c(=S)n1C	-14%	8%	5%	4%	-1.2%	-8%[46.1 µM]	1%
O=C(NCc1nnc2c3ccccc3c(-c3ccccc3)nn12)c1ccccc1Cl	3%	12%	-5%	6%	-0.9%	-12%	?
CC(OC(=O)C1CC1)C(=O)Nc1cc(C(F)(F)F)ccc1Cl (stereo not drawn)	3%	4%	11%	0%	1.1%	-6%	·
Cn1c(=O)cc(SCC(=O)NCc2ccco2)c2ccccc21	-7%	·	-2%	·	0.9%	-20%[46.1 µM]	4%
O=C(Nc1ccc2c(c1)OCCO2)C1CCN(c2nnnn2-c2ccccc2)CC1	-1%	-6%[38.3 µM]	8%	2%	-0.6%	?	?
C[C@H](NC(=O)c1nc[nH]c1C(=O)N[C@@H](Cc1ccccc1)C(=O)OC(C)(C)C)C(=O)OC(C)(C)C	-32%[9.22 µM]	·	11%	·	5.4%	-48%	·

Some of the entries so far, bar-delimited.
compound | HTT aggregate | IMPase Li inh | CBFb RUNX1 block | Luc counter | Epigenetic derep | NPSR antagonist | Lamin A splicing
COC(=O)C/C(N)=C(\C#N)C(=O)OC | -10%[9.22 µM] | · | 8% | · | 0.1% | -35% | ·
Cc1ccc(OCC(=O)N/N=C/c2c[nH]c3ccccc23)c([N+](=O)[O-])c1 | 23% | -1% | -1% | 1% | 0.1% | -8% | ?
Cc1[nH]c2ccccc2c1Cc1n[nH]c(=S)n1C | -14% | 8% | 5% | 4% | -1.2% | -8%[46.1 µM] | 1%
O=C(NCc1nnc2c3ccccc3c(-c3ccccc3)nn12)c1ccccc1Cl | 3% | 12% | -5% | 6% | -0.9% | -12% | ?
CC(OC(=O)C1CC1)C(=O)Nc1cc(C(F)(F)F)ccc1Cl (stereo not drawn) | 3% | 4% | 11% | 0% | 1.1% | -6% | ·
Cn1c(=O)cc(SCC(=O)NCc2ccco2)c2ccccc21 | -7% | · | -2% | · | 0.9% | -20%[46.1 µM] | 4%
O=C(Nc1ccc2c(c1)OCCO2)C1CCN(c2nnnn2-c2ccccc2)CC1 | -1% | -6%[38.3 µM] | 8% | 2% | -0.6% | ? | ?

Further results follow:
SMILES	HTT aggregate	IMPase Li inh	CBFb RUNX1 block	Luc counter	Epigenetic derep	NPSR antagonist	Lamin A splicing
CC(=O)Nc1ccc(Nc2cc(N3CCOCC3)c3nonc3c2[N+](=O)[O-])cc1	-12%	-6%	-1%	0%	3.7%	-35%	·
Cc1ccc(NCc2nnc(SCCN3CCCCC3)n2CC2CCCO2)c(C)c1 (stereo not drawn)	-9%	9%[38.3 µM]	-8%	-2%	0.9%	-1%[46.1 µM]	9%
CC(C)(C)c1ccc(OCC(=O)NCc2ccco2)cc1	5%	-18%[38.3 µM]	2%	0%	0.0%	-5%[46.1 µM]	5%
CCNC(=S)N1CCN(Cc2ccccc2)CC1	12%	0%	-3%	0%	-1.7%	7%	8%[46 µM]
CCn1c(SCC(=O)OC)nnc1-c1ccncc1	-12%	-3%	7%	-6%	-1.2%	5%[46.1 µM]	-4%
COc1ccccc1C(CC(=O)Nc1ccc(Cl)cc1)c1ccc(OC(C)C)cc1 (stereo not drawn)	-12%	10%	-25%	1%	0.0%	-23%	?
Cc1cccc(NC(=S)Nc2ccc(Br)cc2)c1	-14%	-2%[38.3 µM]	0%	0%	0.8%	?	5%
Cc1cc(C)c(S(=O)(=O)N2CCCCC2)c(C)c1N(C)S(=O)(=O)c1ccccc1	-17%	9%[38.3 µM]	-3%	1%	-2.2%	-28%[46.1 µM]	13%
CC(CN1CCOCC1)C(=O)O (stereo not drawn)	-1%	-5%	0%	0%	-2.0%	-2%[46.1 µM]	-15%
CCc1nnc(NC(=O)C(C)C)s1	18%[1.84 µM]	5%[38.3 µM]	2%	2%	2.8%	-5%[46.1 µM]	4%
O=C1CC(c2ccccc2)CN1C(=O)c1cccnc1 (stereo not drawn)	6%[9.22 µM]	5%	0%	1%	-1.0%	6%	?
CC(C)C(=O)NC(c1cccc([N+](=O)[O-])c1)c1c(O)ccc2ccccc12 (stereo not drawn)	·	18%	0%	-6%	0.0%	-37%	·
O=C(CN1C(=O)/C(=C2\SC(=S)N(C3CCS(=O)(=O)C3)C2=O)c2ccccc21)Nc1ccc(F)cc1 (stereo not drawn)	-5%[9.22 µM]	·	0%	·	1.0%	-1%	·
O=C(NCc1ccccn1)C1C2C=CC(C2)C1C(=O)Nc1ccc(F)cc1 (stereo not drawn)	7%	5%	6%	1%	-1.2%	2%[46.1 µM]	-4%
NC(=NC1C2CC3CC(C2)CC1C3)Nc1ccc(I)cc1 (stereo not drawn)	·	20%&-23%&31%	?	4%	1.1%&3.2%&1.0%	·	·
COc1cc2c(cc1OC)C1=NC(=O)CN1C(SCc1ccccc1)=N2	-15%	16%[38.3 µM]	-17%	2%	0.0%	-21%[46.1 µM]	-4%
COCc1c(C(=O)OCC(=O)c2c(N)n(CC(C)C)c(=O)n(C)c2=O)oc2ccccc12	7%[9.22 µM]	20%[38.3 µM]	2%	-4%	-0.2%	?	?
CC1(C)CN(c2ccc(CC#N)cc2)C1=O	-1%	?	5%	0%	-2.3%	9%	20%[46 µM]
